Compound activity: PubChem BioAssay, National Center for Advancing Translational Sciences (NCATS)
TGFb inhibitor: TGF-b pathway inhibition; HepG2 CAGA-GFP TGF-b/SMAD3 reporter, GFP fluorescence, 18 h; TGF-beta stimulated, 500 pg/mL final; Potency, µM (titrated, usually from 46.1 µM), inactives show at the top dose activity, negative = inhibition, most hits filed as inhibitors; 410,000 tested, 1.2% active; AID 588855; also: potency is read from the fitted curve at half-maximal effect; % is scaled to controls: 0 for no effect and ±100 for the full control effect; nearly all actives have a fitted effect of over 65% in size
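HEPG2 CAGA-GFP, 1000 cells/well; 2 h settle, 37 C; cpd via pin tool; TGF-b 500 pg/mL final; 18 h, 37 C; GFP imaging ex488/em500-530; %Activity normalised to -TGF-b and +DMSO controls; CRC fit, curve class.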
Nrf2 activator: Nrf2 pathway activation; AREc32 ARE-luciferase reporter (MCF7-derived line), luminescence, 24 h; Potency, µM (highest dose often 46.1 µM), for inactives: at the top dose activation, hits mostly activators; 410,000 tested, 0.31% active; also: potency is read from the fitted curve at half-maximal effect; % of control where 0% means no effect; nearly all actives have a fitted effect of over 65% in size
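Nrf2 activation is followed as ARE-luciferase induction in the AREc32 line after one day of compound treatment; luminescence is read with Steady-Glo.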
HepG2 tox: counter-screen for TGF-b inhibitors: cytotoxicity in HepG2 cells; Potency, µM (highest dose often 46.1 µM), without a hit: at the highest dose activity change, negative = cytotoxicity, usual class: cytotoxic; 410,000 tested, 0.76% active; AID 588856; HepG2 CAGA-GFP viability, ATP luminescence, 18 h; also: potency is read from the fitted curve at half-maximal effect; some results filed as inactive show a strong effect at the top dose
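HepG2 CAGA-GFP cells (1000/well, DMEM with 1% FBS) received compound, then TGF-beta at 500 pg/mL final, and were incubated 18 hours at 37 degrees C. Viability was read by CellTiter-Glo luminescence. Media-only wells were set as complete cell-killing and DMSO as no toxicity.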
ATXN viability: reduces viability in counter-screen for ATXN expression inhibitors | 400,000 tested, 0.49% active | S2 cells (HEK-293 line with an ATXN2-luciferase reporter) viability, CellTiter-Fluor protease fluorescence, 24 h | Potency, µM (highest dose often 56.7 µM), usual class: cytotoxic; also: potency is read from the fitted curve at half-maximal effect; nearly all actives have a fitted effect of over 40% in size
IL1B secr inh: inhibitors of inflammasome signaling (IL-1 beta secretion); THP-1 LPS/ATP IL-1B secretion, AlphaLISA, 16 h; active compounds read low; activity change, % at 57.5 µM; 360,000 tested, 4.7% active; AID 743279; in the data active = activity change below about -50%; inconclusive = mostly about -30% to -49%; also: % is scaled to controls: 0 for no effect and ±100 for the full control effect
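Secreted IL-1B measured by AlphaLISA bead assay after 16 h compound exposure of THP-1 cells; compounds (final up to 57.5 uM) added 1 h before LPS (250 ng/mL) and ATP (1.25 mM) stimulation; lower signal means less secretion.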
Nrf2 block: inhibitors of Nrf2 signaling; A549 ARE-Fluc reporter, luciferase luminescence, 18-24 h; Potency, µM (titrated, usually from 46 µM), for inactives: top-dose activity change, negative = inhibition, actives largely listed as inhibitors; 360,000 tested, 2.1% active; also: potency is read from the fitted curve at half-maximal effect; % is scaled to controls: 0 for no effect and ±100 for the full control effect; nearly all actives have a fitted effect of over 60% in size
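Cells were seeded and rested 2 h, then exposed to compounds for 18-24 h. CellTiter-Fluor was read first as a viability measure. BugLite was added 15 min before the final luminescent read of ARE-luciferase activity in A549 cells.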
MCF10A rerep: DNA re-replication induction in MCF 10a cells; AID 624296; MCF 10A DNA re-replication, Hoechst nuclear intensity, 48 h; 350,000 tested, 2.9% active; Potency, µM (titrated, usually from 46.1 µM), for the others: top-dose activity, positive = re-replication, actives largely listed as activators; also: potency is read from the fitted curve at half-maximal effect; % of control where 0% means no effect; nearly all actives have a fitted effect of over 50% in size
ATXN2 expr inh: inhibitors of ATXN2 expression; HEK-293 ATXN2-luciferase reporter, luminescence, 24 h; Potency, µM (top dose mostly 57 µM), for the others: at the highest dose activity change, negative = inhibition, hits mostly inhibitors; 360,000 tested, 0.72% active; AID 1745845; also: potency is read from the fitted curve at half-maximal effect; % is scaled to controls: 0 for no effect and ±100 for the full control effect; nearly all actives have a fitted effect of over 55% in size
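ATXN2-luciferase reporter cells (luciferase flanked by upstream and downstream ATXN2 gene portions) were treated 24 h at 37 °C with compounds at up to 57 uM. SteadyGlo luminescence gave expression; GF-AFC fluorescence gave viability.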
A549 tox: A549 cytotoxicity, counter-screen for Nrf2 inhibitors; Potency, µM (highest dose often 46 µM), for inactives: top-dose activity change, negative = cytotoxicity, hits mostly inhibitors; 390,000 tested, 0.16% active; AID 504648; A549 ARE-Fluc cells, CellTiter-Fluor viability, 18-24 h; also: potency is read from the fitted curve at half-maximal effect; % is scaled to controls: 0 for no effect and ±100 for the full control effect
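A549 ARE_Fluc cells in 5% FBS OPTI-MEM were exposed to compounds in concentration-response for 18-24 h at 37 deg C. Viability was read by CellTiter-Fluor fluorescence (Ex 405/Em 525) after 30 min, before the luciferase read.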
The depositor's hits bear a star; i = inactive; ? = inconclusive; . = not tested or not shown; & = joins results of further samples; [ ] = remark or other dose. Unless noted, calls follow the shape of the dose curve; as a rule, active = well fitted curve in the direction sought with a large enough effect; inconclusive = small, poorly fitted or top-dose-only effect, or another doubt; inactive = no such curve, though single readings can be large; an effect the other way counts as inactive or inconclusive.

SMILES	TGFb inhibitor	Nrf2 activator	HepG2 tox	ATXN viability	IL1B secr inh	Nrf2 block	MCF10A rerep	ATXN2 expr inh	A549 tox
O=C(c1cc2cc(F)ccc2[nH]1)N1CCN(c2ccc(F)cc2)CC1	-12%	-0.3%	-1%	i	32	2%	104%	0%	-1%
Cc1ccc(SCCC(=O)N(C)C)cc1	2%	-0.3%	1%	i	-13	7%	5%	20%	-12%[1.84 µM]
COc1ccccc1CNC(=O)C1(C)CCCCN1C (stereo not given)	1%	0.0%	4%	i	0	.	.	-3%	.
C/C=C(\C)CN1CCc2cc(OC)c(OC)cc2C1	-15%	-0.5%	-14%	i	-4	-10%	2%	2%	-1%
O=C(C[C@H]1C/C=C\CC[C@H](Cc2ccc(F)cc2)C(=O)O[C@H](c2ccccc2)CNC1=O)N[C@H](CO)Cc1ccccc1	?	12%	-27%	i	0	-30%	?	?	?
COc1ccc(NC(=O)/C(C#N)=C\c2ccc(-c3cc(C(=O)O)ccc3C)o2)cc1	0%	0.0%	-10%	?	-19	-29%	9%	-3%	?
CCOc1ccc2c(c1)-c1c(ssc1=S)C(C)(C)N2C	-28%	0.5%	-19%	i	-13	-27%	?	32%[activator]	?
N#CCCN(CCC#N)c1nnc(-c2ccccc2)s1	5%	0.1%	-4%	i	11	0%	-1%	1%	-1%
O=C(Nc1ccc(-n2cnnn2)cc1)C1CCC1	-8%	-0.6%	-8%	?	13	-12%	-1%	6%	-1%
O=S1(=O)C[C@H](N2CCCC2)[C@@H](COCc2ccccc2)N1	3%	0.2%	-1%	i	-24	.	.	2%	.
CCCCOC(=O)C1=C(C)Nc2ncnn2C1c1cccc(OC)c1 (stereo not given)	?	0.2%	-39%	?	9	?	2%	-16%	-8%
Cc1cc(NC(c2ccc(Cl)cc2)c2ccc3cccnc3c2O)no1 (stereo not given)	?	3.2%	-10%	?	89	.	?	3.2µM*	?
Cc1ccc2nc(-c3ccc(C)o3)c(Nc3ccc4c(c3)OCCO4)n2c1	?	15%	-14%	?	.	-6%	.	9%	-11%
O=C1N=C(O)CN1/N=C/c1ccc(-c2ccc([N+](=O)[O-])cc2)o1	0%	1.0%	-5%	?	-14	-16%	-2%	-7%&-4%	?
O=C(Cn1ncc2c3ccccc3n(Cc3ccccc3)c2c1=O)NCc1ccccc1	-10%	-0.4%	-1%	i	.	3%	.	15%	5%
Cc1cc(-c2cc(C(=O)NCc3ccccc3)on2)nc(NC2CCCC2)n1	-12%	0.8%	5%	i	11	-28%	-7%	0%	-3%
Cn1nc(-c2ccc(C(=O)Nc3cccc(Cl)c3)cc2)c2ccccc2c1=O	-9%	-0.4%	-29%	40µM*	-13	6.5µM*	?	16µM*	-21%
Cc1cc(C(C)(C)C)ccc1OCCN(C)C	2%	-0.7%	-30%	i	-5	9%	-4%	-7%	-1%
O=[N+]([O-])c1ccc(C[n+]2cccc3ccc4cccnc4c32)cc1	?	0.0%	-32%	i	0	?	?	?	-1%
CCOC(=O)c1ccc(NC(=O)c2nc[nH]c2C(=O)NC)cc1	-2%	4.3%	-1%	i	-18	?	-2%	13%	0%
Cc1cccc(CC(=O)OCn2nnc3ccccc3c2=O)c1	-1%	-0.8%	-17%	i	20	6%	0%	0%	-5%
OCCN(CC#CC(O)(c1ccccc1)C1CCCCC1)CCO (stereo not given)	2%	-0.5%	0%	i	18	9%	?	-25%	-7%
O=C(CN1CCN(S(=O)(=O)c2ccc(Cl)cc2)CC1)N1CCCC1	-3%	2.4%	4%	i	-2	15%	2%	3%	9%
Cc1cc(C)c(NC(=O)Nc2ccc3c(c2)OCO3)c(C)c1	0%	-0.5%	-1%	i	-3	12%	0%	40%[activator]	-1%
CCCCNS(=O)(=O)c1ccc2nc(SCC(=O)c3ccc(C#N)cc3)[nH]c2c1	?	3.9%	-22%	i	6	-17%	?	-11%	-13%

Only MCF10A rerep, Nrf2 activator and ATXN viability (2 entries from above):
compound	MCF10A rerep	Nrf2 activator	ATXN viability
COc1ccccc1CNC(=O)C1(C)CCCCN1C (stereo not given)	.	0.0%	i
O=C1N=C(O)CN1/N=C/c1ccc(-c2ccc([N+](=O)[O-])cc2)o1	-2%	1.0%	?

(cont.)
SMILES	TGFb inhibitor	Nrf2 activator	HepG2 tox	ATXN viability	IL1B secr inh	Nrf2 block	MCF10A rerep	ATXN2 expr inh	A549 tox
Cc1cc(C(=O)NCCC2=CCCCC2)ccc1[N+](=O)[O-]	7%	2.2%	1%	i	2	?	4%	29%	-4%
Cc1cc(F)ccc1N1CCC(N2CCN(C)C(CCO)C2)CC1 (stereo not given)	1%	-0.7%	-8%	i	-3	4%	?	-15%	3%
COC(=O)Nc1ccc(S(=O)(=O)N2CCCC(C(=O)N3CCCCC3)C2)cc1 (stereo not given)	-15%	1.9%	-3%	i	46	16µM*	-2%	-7%	-11%
COC(=O)c1cn(C(=O)c2ccc(C)c(C)c2)c2ccccc12	-23%	0.2%	-17%	i	0	-3%	3%	5%	-1%
COc1cc(/C=C/C(=O)O)cc(S(=O)(=O)NCCCO)c1OC	10%	0.1%	6%	i	8	-7%	-5%	1%	-3%
COC(=O)c1sc(NC(=O)c2cccc([N+](=O)[O-])c2)c(C(N)=O)c1C	2%	17%	-5%	?	8	-24%	0%	-23%	-5%
CCOC(=O)c1ccc(NC(=O)CS(=O)(=O)c2cn(CC)c3ccccc23)cc1	?	-1.6%	-9%	i	-29	-25%	5%	-8%	-11%
Cc1ccc(CCN2CC(C(=O)NC(C)C)CC2=O)cc1 (stereo not given)	-8%	1.4%	7%	i	5	0%	1%	-31%	0%
Cc1cccc(C)c1NC(=S)N1CC(C)OC(C)C1 (stereo not given)	-3%	0.2%	-5%	i	8	-9%	0%	-2%	-12%
N#Cc1ccc(CN(c2ccncc2)S(=O)(=O)c2ccccc2)cc1	-25%	0.0%	8%	i	-2	-8%	-1%	5%	0%
O=C1NC(NS(=O)(=O)c2ccccc2)(C(F)(F)F)C(=O)N1Cc1cccnc1 (stereo not given)	14%	-0.8%	3%	i	40	7%	4%	-2%	-10%
NC(=O)[C@H](Cc1cc2ccccc2s1)NC(=O)[C@@H]1CC2(CC(c3cccc(NC(=O)[C@@H]4CCC(=O)N4)c3)=NO2)CN1C(=O)/C=C/c1c(F)cccc1Cl (stereo not given in full)	-3%	0.5%	0%	i	-24	4%	4%	7%	-4%
COc1cccc(NC(=O)C2(C)CCCN2C(=O)C(C)C)c1OC (stereo not given)	7%	-0.3%[9.22 µM]	-18%	i	0	.	.	1%	.
Cc1ccc(S(=O)(=O)N2CCN(C(=O)COC(=O)CSc3cc(C)ccc3C)CC2)c(C)c1	7%	-0.8%	-36%	i	10	-19%	-4%	-13%	-6%
CCCN=Cc1ccc(O)cc1	-1%	-0.4%	0%	i	8	2%	15%	-13%	4%
CCCCOc1ccc(CC2CCC(=O)NC2=O)cc1 (stereo not given)	-2%	-0.2%	2%	i	26	5%	-2%	2%	0%
Cc1cc(C)n(-c2nc(C)c(C)c(=O)n2CC(=O)Nc2ccc(OC(F)(F)F)cc2)n1	-5%	-0.2%	-19%	.	.	.	.	.	11%
CC(=O)c1c(C)[nH]c(C(=O)NCc2ccc(F)cc2)c1C	29%	-0.3%	0%	i	73	-12%	-8%	-1%	0%
Cc1ccc(C(=O)N2CCN(CCNC(=O)C(=O)Nc3ccc(Cl)cc3)CC2)cc1	?	0.1%	-3%	i	?	8%	8%	-28%	-16%
O=C(O)c1ccc2c(=O)n3c(nc2c1)/C(=C/c1ccccc1OC(F)F)CC3	5%	7.3%	-3%	i	-4	-1%	37%	.	0%
COc1ccc2nc(NC(=O)CN(C)S(=O)(=O)c3cccs3)sc2c1	-27%	0.2%	0%	i	-24	-14%	-5%	10%	-1%
C=Cc1ccc(CC2(C)C(=O)Nc3c(Cl)cccc32)cc1 (stereo not given)	-3%	2.7%	-19%	i	23	.	.	-5%	.
O=C(NCCc1ccccc1)C(=O)NCC1OCCN1S(=O)(=O)c1ccc(F)cc1 (stereo not given)	-5%	-0.4%	-14%	i	-2	-8%	1%	-21%	8%
CCN(CC)S(=O)(=O)c1cccc(NC(=O)C(=O)c2c(-c3ccccc3)cc3ccccn23)c1	-12%	2.9%	-10%	i	29	?	7%	-17%	1%
COc1ccc(NC(=O)COc2ccc(-n3cnnn3)cc2)cc1OC	-1%	0.3%	7%	i	-18	-9%	2%	12%	4%
c1csc(C(c2nnnn2C2CCCCC2)N2CCN(c3nc4ccccc4s3)CC2)c1 (stereo not given)	-28%	0.5%	11%	i	10	?	-1%	-4%	10%
COc1ccccc1CCNC(=O)c1cc(-c2ccccn2)nc2ccccc12	29%	8.6%	-2%	i	20	20%	2%	0%	7%
CCOc1ccc(NC(=O)Nc2cc(C(C)C)c(O)cc2C)cc1	-2%	-0.5%	5%	i	-3	?	10%	-8%	-9%
CCOCCCNS(=O)(=O)c1ccc(NC(=O)N2c3ccccc3Sc3ccccc32)cc1	?	0.6%	-28%	?	?	?	-12%	0%	-16%
COc1cc(-c2nc3sc(C)c(C)c3c(=O)o2)cc(OC)c1OC	24%	-1.3%	12%	i	-10	1%	?	.	8%

Random excerpt: four compounds from above, in no set order.
SMILES	TGFb inhibitor	Nrf2 activator	HepG2 tox	ATXN viability	IL1B secr inh	Nrf2 block	MCF10A rerep	ATXN2 expr inh	A549 tox
COc1cccc(NC(=O)C2(C)CCCN2C(=O)C(C)C)c1OC (stereo not given)	7%	-0.3%[9.22 µM]	-18%	i	0	.	.	1%	.
c1csc(C(c2nnnn2C2CCCCC2)N2CCN(c3nc4ccccc4s3)CC2)c1 (stereo not given)	-28%	0.5%	11%	i	10	?	-1%	-4%	10%
COC(=O)Nc1ccc(S(=O)(=O)N2CCCC(C(=O)N3CCCCC3)C2)cc1 (stereo not given)	-15%	1.9%	-3%	i	46	16µM*	-2%	-7%	-11%
O=C(CN1CCN(S(=O)(=O)c2ccc(Cl)cc2)CC1)N1CCCC1	-3%	2.4%	4%	i	-2	15%	2%	3%	9%
